Source: PubChem
H9c2 protect: protects H9c2 cardiomyocytes from peroxide injury; H2O2 injury protection, ATPLite, 2 h; protection from H2O2 cell death, % at 20 µM; 0.63% of 360,000 active;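 active = compounds giving at least 50% protection of heart cells from peroxide-induced death in the single-dose screen, raw or plate-pattern-corrected value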;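 note: 0% = DMSO wells with peroxide and 100% = DMSO wells without peroxide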
ABCB6 inh MLPCN: blocks the human ABCB6 transporter | Q9NP58 | K562-ABCB6 porphyrin accumulation, flow cytometry, 1 h; hits give low values | fluorescence ratio to DMSO, % at 10 µM | 0.19% of 360,000 active | AID 602162;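 active = fluorescence ratio to DMSO below 75%, the collection mean minus 3 SD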;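 note: signal is porphyrin accumulated inside mitochondria; 100% equals median channel fluorescence of DMSO control wells; lower ratio means ABCB6 inhibition with less porphyrin fluorescence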
HTR2A ag: activates the mouse 5-HT2A serotonin receptor. CHO-K1 mHTR2A beta-arrestin complementation, luminescence; percent of 30 µM serotonin response. 0.66% of 360,000 active. P35363. AID 624169. activation, % at 7.6 µM;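 active = activation above a run cutoff, the mean activation of all tested compounds plus 3 SD, cut at about 14% in these data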;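 note: 0% = plate median of compound wells and 100% = 30 µM serotonin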
Target sequence (P35363 whole entry, looked up): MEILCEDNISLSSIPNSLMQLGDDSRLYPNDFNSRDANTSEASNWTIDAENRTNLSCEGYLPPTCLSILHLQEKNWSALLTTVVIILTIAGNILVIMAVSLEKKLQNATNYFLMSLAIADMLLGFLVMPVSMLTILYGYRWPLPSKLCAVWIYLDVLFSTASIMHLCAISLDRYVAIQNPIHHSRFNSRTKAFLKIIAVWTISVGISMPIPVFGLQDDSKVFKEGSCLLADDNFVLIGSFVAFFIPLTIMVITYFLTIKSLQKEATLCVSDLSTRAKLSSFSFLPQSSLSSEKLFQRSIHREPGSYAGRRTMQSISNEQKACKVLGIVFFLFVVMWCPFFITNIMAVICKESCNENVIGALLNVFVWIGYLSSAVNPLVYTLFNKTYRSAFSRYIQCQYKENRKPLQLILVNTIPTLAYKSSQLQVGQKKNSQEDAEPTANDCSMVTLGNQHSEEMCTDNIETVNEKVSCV
MC4R barr agon: agonists of human melanocortin 4 receptor (MC4R) beta-arrestin | AID 540308 | P32245 | U2OS MC4R beta-arrestin complementation, luminescence; percent of melanotan II response, DMSO zero | 0.98% of 360,000 active | activation, % at 8.9 µM;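 active = activation above a per-plate cutoff, the mean activation of sample wells on that plate plus 3 SD, cut at about 8% in these data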
Target sequence (P32245 whole entry, looked up): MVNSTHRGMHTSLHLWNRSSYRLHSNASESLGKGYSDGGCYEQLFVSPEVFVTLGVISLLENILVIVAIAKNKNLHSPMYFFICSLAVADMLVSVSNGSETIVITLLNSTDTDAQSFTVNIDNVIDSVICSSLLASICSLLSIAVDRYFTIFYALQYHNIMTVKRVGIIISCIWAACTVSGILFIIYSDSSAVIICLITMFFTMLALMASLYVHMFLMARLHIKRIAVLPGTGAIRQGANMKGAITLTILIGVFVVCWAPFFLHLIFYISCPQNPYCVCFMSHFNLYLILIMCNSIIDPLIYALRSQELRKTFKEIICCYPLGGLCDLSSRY
N-glyco inh: N-linked glycosylation inhibition | D54 ERlucT glycosylation luciferase reporter, 24 h; percent of 100 nM tunicamycin response | reporter increase, % at 12.5 µM | 0.23% of 360,000 active;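 active = mean luciferase reporter signal, scaled so untreated is 0 and the glycosylation-blocking control 100, at or above a set limit in every replicate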;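 note: luciferase carries N-glycosylation sites so blocking glycosylation raises the light; 0% = median of neutral control wells and 100% = median of 100 nM tunicamycin wells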
MC4R antag cAMP: antagonists of human melanocortin 4 receptor (MC4R) | MC4R-expressing cells, MTII-stimulated cAMP, LANCE TR-FRET | inhibition, % at 6.5 µM | 0.48% of 360,000 active | AID 540295;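 active = inhibition above its plate's cutoff, the mean of tested wells on that plate plus 3 SD, cut at about 29% in these data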;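 note: 0% = Melanotan II alone and 100% = Melanotan II plus saturating MCL0020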
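System: U2OS-MC4R stable cell line; Technique: Eu-cAMP/anti-cAMP TR-FRET, emission 671 nm; Repeats: single well per compound; Also added: Melanotan II; Dosing: one concentration, 6.5 µM nominal; Schedule: 30-min compound, 1-h challenge, 1-h detection, room temperature.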
iPSC survival up: enhancers of human iPSC single-cell survival. hiPSC single-cell survival, ATPlite luminescence; 100% = ROCK inhibitor wells, 0% = DMSO. survival enhancement, % at 20 µM. 0.044% of 360,000 active. AID 602274; in the data active = survival enhancement above about 18%;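 note: cells exposed to compounds for 16 hours before the ATP read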
ABHD5 PLIN5 PPI: inhibitors of human ABHD5-perilipin-5 interaction | AID 602281 | Split G. princeps luciferase complementation, luminescence, 4 h | inhibition, % at 4 µM | 0.78% of 360,000 active;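 active = inhibition above the mean inhibition across every tested compound plus 3 SD, cut at about 22% in these data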;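 note: 0% = DMSO only wells and the 100% control is not disclosed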
aDG glyco up: alpha-DG glycosylation activation; Pro5-aDG cells, alpha-DG glycosylation AlphaScreen (IIH6); 0% Pro5, 100% B10-LARGE cell signal; activation, % at 10 µM; 0.22% of 360,000 active; AID 624168;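 active = activation of at least 8% versus controls, or a plate z-score of at least 8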;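 note: Pro5 are CHO cells carrying HIG-tagged alpha-DG that lacks glycosylation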
Granule exo inh: lytic granule exocytosis inhibition; TALL-104 LAMP-1 surface exposure, flow cytometry; cells stimulated with thapsigargin and PMA; inhibition, % at 10 µM; 0.66% of 360,000 active;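 active = inhibition above about 55%, limit read from the data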
* marks the source's active call; other numbers are inactive results; x = no result given.

SMILES	H9c2 protect	ABCB6 inh MLPCN	HTR2A ag	MC4R barr agon	N-glyco inh	MC4R antag cAMP	iPSC survival up	ABHD5 PLIN5 PPI	aDG glyco up	Granule exo inh
Cc1cc(F)ccc1C(O)c1ncc(-c2ccc(Oc3ccccc3)cc2)[nH]1 (stereo not drawn)	-27	91	-1	1.9	-4	1	-0.1	-10	-0.1	-5
COc1ccc(Cl)cc1Nc1nc(C)nc2c1nnn2Cc1ccccc1	-4	96	0	-0.8	1	9	0.2	-4	0.5	-4
Cc1sc2nc3ccc(N4CCCCC4)nn3c(=O)c2c1C	0	92	1	-1.8	3	-2	-1.9	4	-0.1	-1
COc1ccc(C(=O)NCC(=O)OCc2ccc(Br)cc2)cc1	-5	99	0	-0.1	0	0	-0.1	0	0.2	0
Cc1cc(C)n2nc(SCc3nnc(-c4cccs4)o3)nc2n1	5	102	0	-0.4	-2	19	-0.1	-2	-0.1	10
CCN(CC)S(=O)(=O)c1ccc(OC(C)C)nc1	-4	104	1	-1.5	1	9	3.0	2	-0.1	2
Cc1noc(NS(=O)(=O)c2ccc(NC(=O)c3ccc(N4C(=O)c5ccccc5C4=O)cc3)cc2)c1C	3	92	4	5.1	0	-4	-0.9	11	0.4	-1
Cc1ccc(S(=O)(=O)NCCCCCC(=O)Nc2cccc(C)c2)cc1	-1	99	-8	-0.6	0	8	0.0	0	0.3	-1
COc1ccccc1/C=C/C=N/NC(=O)c1ccncc1	13	98	3	-1.6	-1	-20	-2.3	2	0.6	-1
Cc1cc(NCCCN2CCOCC2)n2nc(C)c(-c3ccccc3)c2n1	2	92	-2	-0.5	0	10	3.0	0	0.2	0
O=C(Nc1ccc(Cl)cn1)c1ccc(-c2cc(Cl)ccc2Cl)o1	-3	100	7	5.9	7	14	0.3	2	0.1	-2
Cc1ccc(/C=C2\C(=O)NC(=O)N2C)o1	0	97	-1	-1.2	5	-7	-0.3	16	-0.1	0
COc1ccc(OC)c(NC(=O)c2sc3ncnc(N4CCN(c5ccccn5)CC4)c3c2C)c1	86*	97	-6	1.6	0	26	1.0	-11	-0.1	-5
CCOc1ccc(C(=O)Nc2ccc3c(c2)OCCO3)cc1	-17	102	-4	-0.7	-14	-1	-0.4	-10	0.0	-3
CC(C)CC(=O)N1CCN(Cc2ccccc2[N+](=O)[O-])CC1	-4	102	2	-0.4	-1	0	0.2	-1	0.2	1
CCOc1ccc(CN2CCN(Cc3cc4ccccc4[nH]3)CC2CCO)cc1 (stereo not drawn)	-7	106	1	0.9	-1	3	-2.6	1	0.5	1
CCOC(=O)c1cccc(NC(=S)NC(=O)c2cccnc2)c1	0	99	5	-3.7	-1	10	0.3	4	0.1	-1
O=C(NC1CCN(C(=S)NCc2ccco2)CC1)c1ccc(F)cc1	5	87	-5	0.6	3	8	-1.1	1	0.0	-2
O=C(CN1C(=O)NC2(CCc3ccccc32)C1=O)Nc1cccc(F)c1 (stereo not drawn)	0	97	0	0.3	6	1	0.0	-6	0.0	3
CCCS(=O)(=O)N1CCN(CCCc2ccccc2)CC1	0	102	-8	0.5	0	15	3.8	2	0.4	1
CC(=O)NC(CCS(C)(=O)=O)C(=O)Nc1ccc(C)c(F)c1 (stereo not drawn)	-7	99	3	1.6	-1	6	-0.6	6	0.0	0
Cc1nn(-c2ccccn2)c2c1C(=O)C(Br)CC2 (stereo not drawn)	-10	95	0	-1.2	7	5	0.1	-6	0.1	1
CCOC(=O)C1CCCN(C/C(O)=C(\C#N)c2nc(-c3ccc(Cl)cc3)cs2)C1 (stereo not drawn)	-4	99	9	-0.7	1	7	-1.2	1	0.0	3
Cc1ccc(C(C)NC(=O)c2ccc3c(c2)OCCO3)cc1C (stereo not drawn)	2	102	-2	0.2	2	-5	0.3	2	0.1	-1
CCc1cccc(OCC(=O)Nc2ccc(C)c(S(=O)(=O)N3CCCCCC3)c2)c1	-20	98	6	-2.9	-1	1	-0.4	6	0.5	18

Next part.
SMILES	H9c2 protect	ABCB6 inh MLPCN	HTR2A ag	MC4R barr agon	N-glyco inh	MC4R antag cAMP	iPSC survival up	ABHD5 PLIN5 PPI	aDG glyco up	Granule exo inh
COc1ccc(CC(N)c2csc(Nc3ccc(S(C)(=O)=O)cc3)n2)cc1 (stereo not drawn)	5	96	-5	0.7	-2	3	-2.2	-3	0.3	-9
Cc1ccc(C)c(S(=O)(=O)Nc2ccc(C(=O)N3CCCCC3)cc2)c1	-6	95	8	-0.9	1	-3	-0.4	13	-0.3	1
Cc1ccc(CNS(=O)(=O)c2ccc(-n3cnnn3)c(C)c2)cc1	-11	99	-11	-0.7	-2	-6	-0.4	-1	-0.1	-5
CCc1ccc([C@H]2[C@@H]3C(=O)C[C@@H]4C(=O)N(C)C(=O)[C@@H]4[C@@H]3CN2S(=O)(=O)c2ccc(C)cc2)cc1	-2	101	3	x	4	x	2.2	-1	0.1	-2
O=C1/C(=C/c2ccco2)SC(=S)N1CCC(=O)N1CCCCC1CCO (stereo not drawn)	4	102	6	-1.6	3	3	-0.3	-1	0.0	1
Cc1csc(NC(=O)CCc2c(C)nc3cc(-c4ccc(Cl)cc4)nn3c2C)n1	37	96	4	-0.3	-8	11	0.5	0	0.0	0
Cc1cc(NC(=O)c2cc(-c3ccc(Br)cc3)on2)no1	-1	97	-2	-3.1	2	8	0.0	0	0.0	-1
Cn1c(CNc2nc(-c3ccccc3)cs2)nnc1SCC(=O)N1CCc2ccccc21	2	98	-4	-2.9	2	4	6.7	9	0.1	-4
COc1ccc(NC(=O)c2cc(F)cc(F)c2)cc1Cl	-6	100	5	3.3	1	2	3.4	-10	0.4	-1
S=c1[nH]c2cnc(Cl)nc2[nH]1	2	102	1	1.0	1	3	3.2	0	0.0	1
CC(C)N(c1ccccc1)c1ccc(NC(=O)CCl)cc1	-22	132	-2	-2.3	4	4	-5.1	1	0.5	2
Cn1ccc2c(-c3cccnc3)cc3c(c21)C1CCC3C1 (stereo not drawn)	-1	98	2	x	-1	x	-2.2	2	0.1	-3
Cc1cc(C(=O)CSc2ccccc2)cc(C)c1O	-2	98	-2	0.3	0	19	1.0	-7	-0.2	-8
Nc1ccc(N=Nc2ccccc2Cl)c(N)n1	-7	96	-7	-4.4	-3	4	-0.7	13	-0.3	-24
COc1cccc(CNC(=O)COC(=O)c2nn(C)c(=O)c3ccccc23)c1	4	95	3	-0.5	2	1	1.6	-4	0.0	-4
NC(=O)NC(CC(=O)NNC(=O)c1cccs1)c1ccc(Cl)cc1 (stereo not drawn)	-1	100	-3	-1.0	1	7	-2.4	-4	-0.1	7
COc1cccc(/C=N/NC(=O)c2ccc(N(C)S(=O)(=O)c3ccccc3)cc2)c1OC	-1	97	-6	0.5	-4	-5	4.3	5	-0.5	-4
O=C(NCc1ccccn1)C(=O)NN=C1CCCCCCC1	2	100	5	-2.5	3	1	0.1	7	0.1	-3
CN(C)C(=O)C1OC(C)(C)OC1C(=O)N(C)C (stereo not drawn)	1	97	2	0.2	1	2	0.8	-1	-0.1	-2
Cc1ccc(N=C2CSC(=O)N2)cc1	-1	100	-1	-0.7	1	-3	-0.4	-3	0.0	-3
CC1=CC(C)(C)N(C(=O)CSc2nncn2C)c2ccccc21	9	104	4	0.4	0	21	2.6	-8	-0.2	3
COc1ccc(-c2[nH]ncc2CN2CCSCC2)c(OC)c1	3	83	-4	-3.1	0	2	0.3	-2	0.0	-2
CCN(Cc1ccccc1)S(=O)(=O)c1ccc(S(=O)(=O)N2CCN(CCC#N)CC2)cc1	-2	102	-1	-1.1	-3	5	-0.2	0	0.1	4
COc1ccc(C(=O)Nc2ccccc2C(=O)NC2CC2)c(OC)c1OC	1	97	5	0.9	1	3	-3.1	-1	-0.1	-4
C/C(=N\NC(N)=S)c1ccncc1	-3	98	6	1.3	3	3	1.6	-1	-0.2	16
CCc1nnc(NC(=O)COc2ccc3c(c2)OCO3)s1	2	97	0	-0.7	0	0	0.4	-2	0.0	-8
Nc1nc2n(n1)C(=O)CC(c1ccc(Cl)cc1)N2 (stereo not drawn)	-2	100	7	-4.4	1	7	-0.1	-2	0.1	1
COc1cccc(/C=C2\SC(=N)N(c3ccc(F)cc3)C2=O)c1	-6	91	-2	-1.9	6	-1	-0.5	-5	-0.1	0

Reformatted as comma-separated lines: entries from further up
SMILES,H9c2 protect,ABCB6 inh MLPCN,HTR2A ag,MC4R barr agon,N-glyco inh,MC4R antag cAMP,iPSC survival up,ABHD5 PLIN5 PPI,aDG glyco up,Granule exo inh
NC(=O)NC(CC(=O)NNC(=O)c1cccs1)c1ccc(Cl)cc1 (stereo not drawn),-1,100,-3,-1.0,1,7,-2.4,-4,-0.1,7
COc1cccc(/C=N/NC(=O)c2ccc(N(C)S(=O)(=O)c3ccccc3)cc2)c1OC,-1,97,-6,0.5,-4,-5,4.3,5,-0.5,-4
O=C(NCc1ccccn1)C(=O)NN=C1CCCCCCC1,2,100,5,-2.5,3,1,0.1,7,0.1,-3
CN(C)C(=O)C1OC(C)(C)OC1C(=O)N(C)C (stereo not drawn),1,97,2,0.2,1,2,0.8,-1,-0.1,-2
Cc1ccc(N=C2CSC(=O)N2)cc1,-1,100,-1,-0.7,1,-3,-0.4,-3,0.0,-3
CC1=CC(C)(C)N(C(=O)CSc2nncn2C)c2ccccc21,9,104,4,0.4,0,21,2.6,-8,-0.2,3
COc1ccc(-c2[nH]ncc2CN2CCSCC2)c(OC)c1,3,83,-4,-3.1,0,2,0.3,-2,0.0,-2
CCN(Cc1ccccc1)S(=O)(=O)c1ccc(S(=O)(=O)N2CCN(CCC#N)CC2)cc1,-2,102,-1,-1.1,-3,5,-0.2,0,0.1,4
COc1ccc(C(=O)Nc2ccccc2C(=O)NC2CC2)c(OC)c1OC,1,97,5,0.9,1,3,-3.1,-1,-0.1,-4
C/C(=N\NC(N)=S)c1ccncc1,-3,98,6,1.3,3,3,1.6,-1,-0.2,16
CCc1nnc(NC(=O)COc2ccc3c(c2)OCO3)s1,2,97,0,-0.7,0,0,0.4,-2,0.0,-8
Nc1nc2n(n1)C(=O)CC(c1ccc(Cl)cc1)N2 (stereo not drawn),-2,100,7,-4.4,1,7,-0.1,-2,0.1,1
COc1cccc(/C=C2\SC(=N)N(c3ccc(F)cc3)C2=O)c1,-6,91,-2,-1.9,6,-1,-0.5,-5,-0.1,0
